LMNA splice mod: modulators of lamin A splicing. Potency, µM (series often up to 46.1 µM), for inactives: at the top dose ratio change, negative = inhibition, usual class: inhibitors. HeLa LMNA splicing GFP/RFP minigene ratio, 48 h. AID 1487. 200,000 compounds, 0.01% hits; active = well fitted inhibition curve with a large enough effect in the signal ratio, with a control signal flat, not every such curve was filed as active; inconclusive = small, poorly fitted or top-dose-only effect, or effect the other way, or a change in a side signal; the % refers to the signal ratio; note: potency is the fitted concentration of half-maximal effect; % is set by controls: 0 for no effect and ±100 for the full control effect
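S3 HeLa cells stably expressing lamin A-EGFP splicing minigene plus DsRed2, 600 cells/well, 48 h compound exposure at 37C. Laser-scanning cytometry; analysed as GFP (500-530 nm)/RFP (575-640 nm) total intensity ratio; 0.5% DMSO vehicle.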
GLA spleen mod: inhibits or activates alpha-galactosidase in human spleen homogenate. human spleen homogenate, 4MU-alpha-Gal fluorescence, 40 min. P06280. Potency, µM (titrated, usually from 80 µM), inactives show at the highest dose activity change, negative = inhibition, actives largely listed as inhibitors. 240,000 compounds, 0.008% hits;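 note: potency is the fitted concentration of half-maximal effect; 0% = enzyme with vehicle and -100% = no enzyme basal signal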
Target sequence (P06280 32-429 limits assumed): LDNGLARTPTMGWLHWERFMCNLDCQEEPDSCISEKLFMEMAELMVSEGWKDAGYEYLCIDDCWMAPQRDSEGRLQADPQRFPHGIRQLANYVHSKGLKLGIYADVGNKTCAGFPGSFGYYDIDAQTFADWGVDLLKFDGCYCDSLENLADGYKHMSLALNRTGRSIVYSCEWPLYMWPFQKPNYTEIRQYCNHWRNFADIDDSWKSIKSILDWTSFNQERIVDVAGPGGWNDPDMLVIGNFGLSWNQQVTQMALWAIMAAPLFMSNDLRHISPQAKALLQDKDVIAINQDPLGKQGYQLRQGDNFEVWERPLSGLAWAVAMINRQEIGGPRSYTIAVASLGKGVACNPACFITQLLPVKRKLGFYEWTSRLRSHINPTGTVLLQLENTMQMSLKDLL
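Fluorogenic readout (Ex 365/Em 440 nm) of 4-methylumbelliferone released from 1 mM 4-MU-alpha-galactoside by spleen homogenate, 40 min at 37C, pH 5.0. Data normalized to no-enzyme and enzyme controls; Hill-equation AC50 from compound titrations.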
CBFb RUNX1 block: blocks binding between human CBF-beta and RUNX1; 230,000 tested, under 10 active; AlphaScreen CBFb-His/RUNX1-biotin binding, biochemical; Potency, µM (titrated, usually from 59.8 µM), without a hit: at the top dose activity, negative = inhibition, hits mostly inhibitors; Q01196+Q13951; note: % of control where 0% means no effect
Target sequence (Q01196 whole entry, looked up): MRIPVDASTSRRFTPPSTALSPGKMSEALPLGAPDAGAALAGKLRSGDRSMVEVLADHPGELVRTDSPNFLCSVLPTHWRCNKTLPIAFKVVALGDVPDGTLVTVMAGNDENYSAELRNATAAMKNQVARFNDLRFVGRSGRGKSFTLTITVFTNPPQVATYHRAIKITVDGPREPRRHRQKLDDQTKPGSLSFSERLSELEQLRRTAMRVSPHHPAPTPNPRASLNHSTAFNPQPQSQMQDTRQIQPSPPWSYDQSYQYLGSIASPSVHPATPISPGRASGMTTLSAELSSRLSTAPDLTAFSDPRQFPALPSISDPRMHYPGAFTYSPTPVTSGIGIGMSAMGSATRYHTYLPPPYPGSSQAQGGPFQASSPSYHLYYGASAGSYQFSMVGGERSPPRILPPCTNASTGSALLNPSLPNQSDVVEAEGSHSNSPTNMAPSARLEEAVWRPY
Target sequence (Q13951 whole entry, looked up): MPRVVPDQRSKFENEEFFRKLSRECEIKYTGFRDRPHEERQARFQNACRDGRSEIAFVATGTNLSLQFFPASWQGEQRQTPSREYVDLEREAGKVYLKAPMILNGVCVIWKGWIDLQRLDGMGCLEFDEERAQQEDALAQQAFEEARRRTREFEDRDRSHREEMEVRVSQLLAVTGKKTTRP
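CBFb-His/RUNX1-biotin, 30 nM each, preincubated 20 min RT; compound 15 min RT; Ni + streptavidin beads 50 ng each, 90 min RT; AlphaScreen read.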
IMPase Li cell: cell-permeable IMPase inhibitors with lithium potentiation; Potency, µM (highest dose often 59.4 µM), for the others: at the top dose activity, negative = IMPase inhibition, actives largely listed as inhibitors; 210,000 compounds, 0.35% hits; CHO-M1 cells, IP1 TR-FRET (IP-One), carbachol + lithium; AID 1457;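 note: IP1 builds up when IMPase is blocked and the TR-FRET signal falls; potency is the fitted concentration of half-maximal effect; plate controls were basal vehicle for no effect and high inhibitor control for full effect; nearly all actives have a fitted effect of over 50% in size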
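CHO-M1, 2000 cells/well, 16–30 h culture; cpd + low Li+, 30 min 37C; lysis with d2-IP1/Eu-anti-IP1 Ab, 10 min RT; TR-FRET 665/620 ratio and 620 channel; AC50 via Hill.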
NPSR antagonist: blocks cAMP signaling of the human neuropeptide S receptor; Q6W5P4; CHO-NPSR cells, cAMP TR-FRET, antagonist mode; Potency, µM (doses to about 38.3 µM), without a hit: at the top dose activity change, negative = inhibition, most hits filed as inhibitors; 220,000 compounds, 1% hits; AID 1461; note: potency is the fitted concentration of half-maximal effect; % is set by controls: 0 for no effect and ±100 for the full control effect; nearly all actives have a fitted effect of over 50% in size; many of its hits are not listed in these tables
Luc counter: Kinase-Glo luciferase inhibition (counter-screen); AID 1379; Kinase-Glo luciferase, ATP luminescence, 8 min; Potency, µM (series often up to 38.3 µM), without a hit: at the top dose activity change, negative = inhibition, actives largely listed as inhibitors; Q27757; 200,000 compounds, 0.28% hits; note: potency is the fitted concentration of half-maximal effect; % is set by controls: 0 for no effect and ±100 for the full control effect; nearly all actives have a fitted effect of over 60% in size
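Luminescence was the read-out, taken after 8-minute incubation at ambient temperature. Luciferase turned over luciferin with 10 uM ATP in imidazole pH 7.2 buffer containing KCl, MgCl2, Tween 20 and BSA.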
Epigenetic reg: epigenetic control regulation, reporter derepression. Potency, µM (highest dose often 53.9 µM), for inactives: at the highest dose GFP activation, usual class: activators. 280,000 compounds, 0.2% hits. murine LDR cells, GFP reporter derepression, 30 h; note: potency is the fitted concentration of half-maximal effect; % of control where 0% means no effect; nearly all actives have a fitted effect of over 60% in size
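Readout is the number of GFP-expressing murine LDR cells, counted by cytometry following washing. Cells were treated with compound for 30 h at 37 C; the stably integrated CMV-GFP locus is normally silent.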
Active calls of the source: *; ? = inconclusive; nt = no result given; & = joins results of further samples; [ ] = remark or other dose. Unless noted, calls come from the whole dose curve; as a rule, active = well fitted curve in the direction sought with a large enough effect; inconclusive = small, poorly fitted or top-dose-only effect, or another doubt; inactive = no such curve, though single readings can be large; an effect the other way counts as inactive or inconclusive. An excerpt; rates above refer to the full screens.

SMILES	LMNA splice mod	GLA spleen mod	CBFb RUNX1 block	IMPase Li cell	NPSR antagonist	Luc counter	Epigenetic reg
COC(=O)Nc1ccc(S(=O)(=O)N2CCCC(C(=O)Nc3cccc4c3OCCO4)C2)cc1 (configuration not stated)	-25%	0%	4%	-1%[38.3 µM]	-22%[46.1 µM]	3%	4.3%
N=c1c2c3c(sc2ncn1Cc1ccccc1)CCCC3	?	1%	2%	10%	-8%	-1%	0.0%
Cc1occc1-c1nnc(SCC(=O)NCCc2ccccc2)n1C(C)c1ccccc1 (configuration not stated)	0%	-15%	-2%	20%[38.3 µM]	-18%[46.1 µM]	-3%	-0.7%
NNC(=O)c1ccc(N2CCc3ccccc32)c([N+](=O)[O-])c1	-25%[46 µM]	-7%	?	11%	-21%	2%	-0.5%
O=C(c1cccc(F)c1)N1CCC[C@@]2(CCN(Cc3ccccc3)C2)C1	nt	2%	nt	7%	nt	-1%	nt
Cc1ccc(-n2c(O)c(C=Nc3ccc4c(c3)OCO4)c3ccccc3c2=O)cc1C	4%	6%	-6%	5%[38.3 µM]	-7%[46.1 µM]	-1%	?
O=C(Oc1ccccc1)N1CCN(c2ccc(F)cc2)CC1	-1%	4%	-2%	6%[38.3 µM]	-25%[46.1 µM]	-2%	-4.1%
Nc1ccc(NC2C[C@@H](C(=O)O)NC2=O)cc1 (some centres not stated)	-3%[46 µM]	-5%	17%	1%	14%	1%	-0.4%
Cc1cnc(CNc2ccnc(-c3ccoc3)n2)cn1	-2%	15%	nt	7%	nt	nt	nt
CCCCN1CC2([N+](=O)[O-])C=CC(=O)C([N+](=O)[O-])(C1)C2CC(=O)c1ccccc1 (configuration not stated)	-23%	-4%	-5%	2%	13%	-5%	-1.0%
COC(=O)c1ccc(C(NC(=O)OCc2ccccc2)/C(F)=C/[C@@H](C)C(=O)NCCO)cc1 (some centres not stated)	nt	2%	7%	0%	nt	-2%	-0.5%
O=C(Nc1nc(-c2ccccc2)cs1)Nc1ccc(F)cc1F	-25%[46 µM]	-6%	5%	11%	-29%	2%	5.7%
COc1ccccc1-c1c(-c2ccc(O)cc2O)n[nH]c1C(F)(F)F	nt	5%	-7%	nt	6%[7.67 µM]	nt	2.7%
O=C(Cc1ccc(Cl)cc1Cl)OCC(=O)c1ccc[nH]1	1%	-2%	1%	26%[38.3 µM]	-3%[46.1 µM]	1%	-0.8%
CCCCOC(=O)CNc1nnc(SCC(=O)OCC)[nH]c1=O	?	-1%	5%	3%[38.3 µM]	0%[46.1 µM]	-1%	5.1%
O=C(Nc1ccc(S(=O)(=O)N2CCCCCC2)cc1)c1ccc(Br)o1	3%	3%	-3%	-6%[38.3 µM]	-29%[46.1 µM]	-4%	-0.3%
CC1CCCN(C(=O)C(C)Nc2cc(Cl)ccc2N2CCOCC2)C1 (configuration not stated)	nt	-3%	-11%	9%	-27%	-11%	-2.4%
COc1ccc2c(c1)O[C@H](c1ccc3c(c1)OCO3)[C@@H](OC(=O)N[C@H](C)C1CCCCC1)C2=O	?	13%&2%	6%&5%	13%&17%	-43%	2%&-3%	-1.1%&17%
Cc1nn(Cc2ccc(F)cc2)c(C)c1NC(=O)c1cc(-c2ccc3c(c2)OCO3)on1	?	-1%	6%	9%[38.3 µM]	-21%[46.1 µM]	0%	6.3%
Cc1cn(S(=O)(=O)c2cc(Br)ccc2Br)cn1	?	-12%	6%	-2%	6%	12%	-2.0%

Ordered by number of heavy atoms (ascending): 10 of the compounds above.
SMILES	LMNA splice mod	GLA spleen mod	CBFb RUNX1 block	IMPase Li cell	NPSR antagonist	Luc counter	Epigenetic reg
Cc1cnc(CNc2ccnc(-c3ccoc3)n2)cn1	-2%	15%	nt	7%	nt	nt	nt
NNC(=O)c1ccc(N2CCc3ccccc32)c([N+](=O)[O-])c1	-25%[46 µM]	-7%	?	11%	-21%	2%	-0.5%
O=C(Nc1nc(-c2ccccc2)cs1)Nc1ccc(F)cc1F	-25%[46 µM]	-6%	5%	11%	-29%	2%	5.7%
CC1CCCN(C(=O)C(C)Nc2cc(Cl)ccc2N2CCOCC2)C1 (configuration not stated)	nt	-3%	-11%	9%	-27%	-11%	-2.4%
O=C(c1cccc(F)c1)N1CCC[C@@]2(CCN(Cc3ccccc3)C2)C1	nt	2%	nt	7%	nt	-1%	nt
CCCCN1CC2([N+](=O)[O-])C=CC(=O)C([N+](=O)[O-])(C1)C2CC(=O)c1ccccc1 (configuration not stated)	-23%	-4%	-5%	2%	13%	-5%	-1.0%
Cc1ccc(-n2c(O)c(C=Nc3ccc4c(c3)OCO4)c3ccccc3c2=O)cc1C	4%	6%	-6%	5%[38.3 µM]	-7%[46.1 µM]	-1%	?
Cc1nn(Cc2ccc(F)cc2)c(C)c1NC(=O)c1cc(-c2ccc3c(c2)OCO3)on1	?	-1%	6%	9%[38.3 µM]	-21%[46.1 µM]	0%	6.3%
COC(=O)c1ccc(C(NC(=O)OCc2ccccc2)/C(F)=C/[C@@H](C)C(=O)NCCO)cc1 (some centres not stated)	nt	2%	7%	0%	nt	-2%	-0.5%
COc1ccc2c(c1)O[C@H](c1ccc3c(c1)OCO3)[C@@H](OC(=O)N[C@H](C)C1CCCCC1)C2=O	?	13%&2%	6%&5%	13%&17%	-43%	2%&-3%	-1.1%&17%

Next part
SMILES	LMNA splice mod	GLA spleen mod	CBFb RUNX1 block	IMPase Li cell	NPSR antagonist	Luc counter	Epigenetic reg
COc1cc(NC(=O)c2cc(Br)cc(C)c2OC)ccc1NC(=O)C(C)C	?	0%	2%	9%	-16%	0%	-1.3%
CN(C1CCCCC1)S(=O)(=O)c1ccc(-c2ccccn2)s1	21%[46 µM]	2%	24%	nt	18%	nt	1.1%
O=C(N/N=C/C(Cl)=C/c1ccc([N+](=O)[O-])cc1)C(=O)Nc1ccccc1C(=O)O	nt	4%	-12%	nt	1%	nt	1.1%
COc1ccc2nc(NC(=O)Cn3cnc4ccccc4c3=O)sc2c1	nt	4%	7%	nt	-36%	nt	0.0%
COc1cccc(NC(=O)CSc2nnc(Cn3c(=O)sc4ccccc43)n2C)c1	-1%	-10%	-2%	14%	1%[46.1 µM]	1%	2.0%
NC(=O)CC[C@@H]1NC(=O)[C@H](CO)NC(=O)c2cc([N+](=O)[O-])cc(I)c2OCC[C@@H](C(N)=O)NC1=O	2%	0%	5%[2.36 µM]	-4%	11%	14%	-0.5%
C=CCOc1c(Br)cc(C2NC(=O)NC(C)=C2C(C)=O)cc1OCC (configuration not stated)	0%	0%	-2%	2%[38.3 µM]	-20%[46.1 µM]	3%	-1.5%
CNCCOc1ccccc1OC(C)C	?	4%	-1%	11%	9%	2%	-0.1%
COc1ccc(Nc2nc(N)nc(CSc3nnc(C)s3)n2)cc1	-1%	2%	-10%	-6%	-1%[46.1 µM]	1%	1.0%
CSc1ccc(/C=C/C(=O)NC(=O)c2ccccc2O)cc1	?	-7%	-14%	19%	-10%	-7%	-0.8%[10.1 µM]
Cc1sc2nc3ccc(N4CCCC4)nn3c(=O)c2c1C	nt	4%	20%	3%	34%	nt	2.4%
CCOC(=O)c1c(O)cc(C)[nH]c1=O	nt	5%&2%	22%&18%	nt	22%&10%	nt	1.1%&1.4%
CCCNc1c(N)n(-c2ccccc2)c(=O)[nH]c1=O	-2%	10%	2%	-14%[38.3 µM]	5%[46.1 µM]	4%	2.2%
CC(=O)c1ccc(NC(=O)C(C)N2CCN(C/C=C/c3ccccc3)CC2)cc1 (configuration not stated)	11%[46 µM]	14%	-3%	5%	-14%	-3%	-1.4%
CCOC(=O)c1c(C)[nH]c(C(=O)CSc2nnc(Nc3ccccc3F)s2)c1C	11%	14%	18%	-10%	-10%	2%	-1.8%
CCOC(=O)C1CCCN(Cc2c(Cl)cccc2Cl)C1 (configuration not stated)	-1%	0%	16%	-9%[38.3 µM]	-19%[46.1 µM]	0%	-0.7%
Cc1cc(NC(=O)CNC(=O)C2CCCCC2)no1	2%	7%	0%	-12%[38.3 µM]	7%[46.1 µM]	-5%	-1.0%
CCc1ccccc1N1C(=O)C2C3CC(=O)C(c4ccccc43)C2C1=O (configuration not stated)	?	0%	-1%	1%	4%	1%	0.0%
COc1ccc(CNC(=O)/C=C/C(=O)O)cc1	nt	-5%	6%	nt	-13%	nt	-0.3%
CSc1sc(-c2ccnc(SCCS(C)(=O)=O)n2)c(-c2ccccc2)c1C#N	-18%[46 µM]	6%	15%	nt	?	nt	2.2%
CCOc1ccc(NC(=O)c2cc(C)nc3ccccc23)cc1	-11%[46 µM]	-8%	-6%	9%	-1%	5%	-1.1%
CCCN1CCN(CCCNC(=S)Nc2ccc3nc(N4CCN(CC)CC4)cc(C)c3c2)CC1	nt	-2%	-5%	10%	-3%	-4%	-4.0%
COc1ccc(N(CC(=O)Nc2ccc3c(c2)OCCO3)S(=O)(=O)c2c(C)nn(C)c2C)cc1	-2%	-1%	-6%	-9%[38.3 µM]	-14%[46.1 µM]	1%	0.8%
CCCn1c(NC(=O)c2ccc(C)cc2)nc2ccccc21	5%	3%	2%	31%[38.3 µM]	-16%[46.1 µM]	0%	-2.0%
COc1cc(S(=O)(=O)N2CCN(c3ccccc3F)CC2)c(OC)cc1Cl	?	-1%	13%	12%	-25%[46.1 µM]	-2%	0.0%
CCOC(=O)Cc1cc(=O)n2[nH]c(-c3ccccc3)cc2n1	-2%	-7%	-3%	8%	-7%	2%	-1.0%
CC1(C)Cc2c(ccc3ccccc23)/C(=C/C#N)N1	?	5%	-2%	nt	-11%[46.1 µM]	nt	-2.5%
Clc1ccc(-c2nnc3sc(-c4ccc(Br)o4)nn23)cc1	7%	8%	4%	-7%[38.3 µM]	-23%[46.1 µM]	0%	-0.8%
CCN(CC)c1nc2n(c(=S)n1)CCS2	1%	0%	0%	3%[38.3 µM]	-20%[46.1 µM]	-4%	1.7%
CCOc1ccc2nc(NC(=O)c3ccc(OC)c(S(=O)(=O)N4CCOCC4)c3)sc2c1	5%	0%	-1%	17%[38.3 µM]	-26%[46.1 µM]	4%	-1.0%
Cc1nn(CC(=O)Nc2ccc3c(c2)oc2ccccc23)c(=O)c2ccccc12	?	-13%	15%	nt	-5%[46.1 µM]	nt	-0.4%
C=C(C(=O)c1ccccc1)C(C)C(=C)C(=O)c1ccccc1	?	-10%	4%	5%	10µM*	1%	0.0%
CSc1c(CC(=O)Nc2ccccc2C(F)(F)F)n(Cc2ccccc2)c2ccccc12	12%	-2%	-16%	13%	-20%	2%	-2.0%

Compound activity deposited in PubChem by National Center for Advancing Translational Sciences (NCATS).
